# NSD2 HMT inh – inhibitors of human histone methyltransferase NSD2. AID 743445. O96028. 310,000 compounds, 0.54% hits. NSD2 peptide methylation, AlphaScreen, 120 min. inhibition, % at 12.5 µM; in the data active = inhibition above about 50%
# Starred values were filed as active, the others as inactive.
SMILES,NSD2 HMT inh
COC(=O)c1ccc(C(=O)N2CCCCCC2(C)C(=O)NC(C)C)cc1 (centres undefined),-0.3
O=C(CSc1nnc(-c2ccncc2)n1-c1ccccc1)Nc1cccc2ccccc12,0.3
O=C(CN(CCc1ccccc1)S(=O)(=O)c1ccccc1)N1CCOCC1,-3.9
CC(=O)Nc1ccc(NC(=O)C2Cc3c(-c4ccco4)ccnc3O2)cc1 (centres undefined),2.0
COc1ccccc1CNc1nc(NCCOc2ccccc2Cl)c2sccc2n1,0.9
CCCC(=O)N1CCC1(C)C(=O)Nc1cccc(OC(C)C)c1 (centres undefined),-0.8
Cc1ccc2c(c1)N(CCCC(=O)NCc1ccc(F)cc1)C(=O)CO2,2.2
COc1ccc(NC(=O)C2Cc3c(-c4ccncc4)ccnc3O2)cc1OC (centres undefined),-0.7
CC1(C(=O)NS(=O)(=O)c2ccc3ccccc3c2)CCN1C(=O)Cc1ccc(Cl)cc1Cl (centres undefined),-1.1
OC[C@@H]1CN(Cc2ccc(F)cc2)C[C@H](n2cnc3c(N4CCCC4)ncnc32)O1,5.9
OC[C@@H]1CN(C2CCCC2)C[C@H](n2cnc3c(NC4CCC4)ncnc32)O1,0.0
CC(=O)Nc1cc(-c2ccc(F)cc2)cn2c(-c3ccc(F)cc3)cnc12,-0.7
CSc1ccccc1NC(=O)C1(C)CCN1C(=O)Cc1ccc(Cl)cc1Cl (centres undefined),-1.2
CC(C)(C)c1ccc(CC(=O)N2CCC2(C)C(=O)Nc2ccc3[nH]ncc3c2)cc1 (centres undefined),2.8
CCC(=O)N1CCC1(C)C(=O)Nc1ccc(OC)c(OC)c1 (centres undefined),-0.7
CC1(C(=O)NS(=O)(=O)c2ccc(Cl)s2)CCN1C(=O)Cc1cc(F)ccc1F (centres undefined),27.9
O=C(NCc1ccccc1)c1cc(C2COCCN2C(=O)c2ccccc2)on1 (centres undefined),-0.2
CCS(=O)(=O)NC(=O)C1(C)CCN1C(=O)Cc1ccc(Cl)cc1Cl (centres undefined),-1.4
COc1cccc(C(=O)c2ccccc2C(=O)O)c1,1.1
COCCNC(=O)C1(C)CCCN(C(=O)c2ccc3c(c2)CCO3)C1 (centres undefined),2.1
CC(C)CCN(C)C1CCN(C(=O)Nc2ccccc2)CC1,0.1
CN1C=Nc2c(ncn2C2CCC(CO)O2)C1O (centres undefined),4.9
CCCOc1ccc(F)cc1-c1cc(C(=O)NCc2ccco2)[nH]n1,0.3
O=C(Nc1nnc([C@H]2C[C@H](O)[C@@H](CO)O2)s1)C(c1ccccc1)c1ccccc1,-0.9
CC(=O)Nc1ccc(NC(=O)c2ccc3sc([C@H]4C[C@H](O)[C@@H](CO)O4)nc3c2)cc1,-0.9
# Continuation:
SMILES,NSD2 HMT inh
O=C(NCc1c(F)cccc1F)C1C2C=CC3(CN(Cc4ccccc4)C(=O)C13)O2 (centres undefined),-3.3
Cc1ccccc1-c1csc(C(O)c2cccc(Cl)c2)n1 (centres undefined),-1.8
Cc1cc2c(nc1C)CCCN2S(=O)(=O)c1ccc(C#N)cc1,-1.6
CC1(C(=O)NS(=O)(=O)c2ccc(Cl)s2)CCN1C(=O)c1ccccc1CCc1ccccc1 (centres undefined),1.6
CC(=O)N1CCCC(C)(C(=O)Nc2ccc3nc(C)ccc3c2)C1 (centres undefined),1.2
CC1(C(=O)Nc2cccc(C(F)(F)F)c2)Cc2c(-c3ccc4c(c3)OCO4)ccnc2O1 (centres undefined),-0.6
NC(Cc1ccc(F)cc1)c1csc(Nc2nccc(C(F)(F)F)n2)n1 (centres undefined),-1.1
COc1ccc(-c2cc(NC=O)c3ncc(-c4cccc(C(F)(F)F)c4)n3c2)c(OC)c1,1.0
CCc1nc2c(OCc3ccc(F)c(F)c3)cccn2c1N(C)C(=O)c1cccs1,-0.2
c1ccc2[nH]c(CCCCCc3nc4ccccc4[nH]3)nc2c1,3.7
CC(C)C[C@H](NC(C)(C)C(=O)NC1CCCCC1)C(=O)NCC(c1ccccc1)c1ccccc1,-2.8
CCOc1ccc2nc(S(=O)(=O)NC(=O)C3(C)CCN3C(=O)c3cccc(F)c3)sc2c1 (centres undefined),3.5
O=C(Nc1ccc(Cl)cc1)C1Cc2c(-c3ccccc3)ccnc2O1 (centres undefined),0.8
CCc1nc2ccc(C(=O)Nc3cccc(OCC(=O)N(C)C)c3)cn2c1N(C)C(=O)c1cccc(OC)c1,-0.7
OC(c1ccccc1)c1nc(-c2cncnc2)cs1 (centres undefined),1.8
Cn1c(=O)oc2cc(S(=O)(=O)N3CCN(c4cccc(C(F)(F)F)c4)CC3)ccc21,-0.4
COC(=O)c1c(N2C(=O)[C@H]3[C@@H](C2=O)[C@]2(C(=O)Nc4ccccc42)N2CCC[C@@H]32)sc(C)c1C,2.6
COc1cccc(OC)c1OCCN1CCC(C(=O)NC(c2ccccc2)c2ncccc2C)CC1 (centres undefined),2.1
CC(C)Oc1cccc(NC(=O)C2(C)CCN2C(C)C)c1 (centres undefined),-1.3
CCCNC(=O)c1cc(C2CCCN(S(=O)(=O)c3cccs3)C2)on1 (centres undefined),-0.5
COc1ccccc1N1CCN(C(=O)c2cc3c(C)nn(-c4ccccc4)c3s2)CC1,3.0
CC(C)Nc1ncnc2c1ncn2[C@H]1CN(C2CCCC2)C[C@@H](CO)O1,-0.1
CCNC(=O)C1(C)CCCN(C(=O)c2csc3ccccc23)C1 (centres undefined),1.6
COc1ccc(-c2coc3c(C(=O)NCc4ccc(C(F)(F)F)cc4)cccc23)c(C)c1,-2.1
CC12C(=O)N(c3nccs3)C(=O)C1(C)C1CCC2O1 (centres undefined),14.7
# Next records
SMILES,NSD2 HMT inh
COc1ccc(CNC(=O)c2cccc3c(-c4cnn(C)c4)coc23)cc1OC,-0.5
CCOC(=O)C1(Cc2ccccc2)CCN(Cc2ccccc2OC)CC1,6.5
O=C(CC(=O)NC1CCCCC1)N/N=C/c1ccccc1F,-1.7
OC[C@@H]1CN(Cc2ccc(Cl)cc2)C[C@H](n2cnc3c(NCc4ccc(F)cc4)ncnc32)O1,-1.7
O=[N+]([O-])c1ccccc1/C=C/C1Nc2cccc3cccc(c23)N1,7.7
COc1ccc(CNC(=O)C2Cc3c(-c4ccccc4Oc4ccccc4)ccnc3O2)cc1OC (centres undefined),-0.5
COCCNc1nc(Oc2ccc(NC(C)=O)cc2)c2sc(-c3ccccc3)cc2n1,7.3
CCOC(=O)N1CCN(C(=O)C[C@@H]2C[C@@]3(C(=O)OC)CCCCC=C3N(Cc3ccc4c(c3)OCO4)C2=O)CC1,-0.1
COC(=O)c1ccccc1C(=O)c1c(C)cc(C)cc1C,-2.0
Cc1noc(C)c1-c1ccc(C(=O)NCC(C)C)c2occc12,-1.0
CCN(CCC(=O)Nc1cc(OC)ccc1OC)Cc1ccccc1,33.2
CC(=O)C1=C(O)C(=O)N(Cc2cccnc2)C1c1ccc(C)cc1 (centres undefined),0.2
OC[C@@H]1CN(Cc2ccc3c(c2)OCO3)C[C@H](n2cnc3c(NCc4ccncc4)ncnc32)O1,-2.5
CCn1c2ccccc2c2cc(NC(=O)COC(=O)c3cccc(OC)c3)ccc21,3.8
CCC(=O)N1CCN(CCN=Cc2c(O)n(C3CCCCC3)c(=O)n(C3CCCCC3)c2=O)CC1,-1.0
N#Cc1cccc(NC(=O)c2cc(C3CCCCN3C(=O)c3ccccn3)on2)c1 (centres undefined),-2.7
C=CCNC(=O)NCC1CCN(Cc2ccc(OC)cc2)CC1,15.4
CS(=O)(=O)N1CCCCC1c1cc(C(=O)NCc2ccc(Cl)c(Cl)c2)no1 (centres undefined),-0.7
Cc1cc(Nc2cc(F)c(F)c(F)c2)cc(=O)n1-c1cc(F)c(F)c(F)c1,-2.2
Cc1ccccc1N1CCN(S(=O)(=O)c2ccc3c(c2)n(C)c(=O)c(=O)n3C)CC1,-2.3
NC(COCc1ccccc1)c1csc(Nc2ccc(C(=O)c3ccccc3)cc2)n1 (centres undefined),-3.9
COc1ccc(-c2coc3c(C(=O)NCC4CCOCC4)cccc23)c(C)c1,-0.6
COc1ccccc1CNc1nc(NCc2ccccc2F)c2sccc2n1,0.9
Fc1ccc(-c2ccc3c(n2)CCCN3Cc2ccccn2)cc1,2.6
Cc1ccccc1N1CCN(C(=O)CN2C(=O)CC(C)(C)S(=O)(=O)c3ccccc32)CC1,-0.7

# Shown bar-delimited: entries from further up.
smiles | NSD2 HMT inh
CC(=O)N1CCCC(C)(C(=O)Nc2ccc3nc(C)ccc3c2)C1 (centres undefined) | 1.2
COc1ccc(-c2cc(NC=O)c3ncc(-c4cccc(C(F)(F)F)c4)n3c2)c(OC)c1 | 1.0

# In another format: 6 of the compounds above.
NSD2 HMT inh,structure
0.9,COc1ccccc1CNc1nc(NCCOc2ccccc2Cl)c2sccc2n1
-0.8,CCCC(=O)N1CCC1(C)C(=O)Nc1cccc(OC(C)C)c1 (centres undefined)
2.2,Cc1ccc2c(c1)N(CCCC(=O)NCc1ccc(F)cc1)C(=O)CO2
-0.7,COc1ccc(NC(=O)C2Cc3c(-c4ccncc4)ccnc3O2)cc1OC (centres undefined)
-1.1,CC1(C(=O)NS(=O)(=O)c2ccc3ccccc3c2)CCN1C(=O)Cc1ccc(Cl)cc1Cl (centres undefined)
5.9,OC[C@@H]1CN(Cc2ccc(F)cc2)C[C@H](n2cnc3c(N4CCCC4)ncnc32)O1

# The list goes on:
SMILES,NSD2 HMT inh
COCCNC(=O)c1cccc2c(-c3cnn(C)c3)coc12,-3.5
CCCS(=O)(=O)NC(=O)C1(C)CCCN(C(=O)c2c(OC)cccc2OC)C1 (centres undefined),-0.4
CCc1nc2ccc(C(=O)NCCN3CCNC3=O)cn2c1N(CC)CCOC,1.9
COc1ccc(C(C)(NC(C)=O)c2nc(-c3ccccc3OC)cs2)cc1 (centres undefined),1.2
CC(C)Oc1cc(F)ccc1-c1cc(C(=O)Nc2cccc(Cl)c2)[nH]n1,-3.1
COCCNc1nc(NCCOc2ccccc2Cl)c2sc(-c3ccccc3)cc2n1,0.2
NN=C1c2cc([N+](=O)[O-])ccc2-c2ccc([N+](=O)[O-])cc21,-1.5
COc1ccc(F)cc1-c1cc(C(=O)NCc2ccc(F)cc2)[nH]n1,-2.0
CCNC(=O)C1(C)CCCN1Cc1c(F)cccc1F (centres undefined),-4.0
O=C(NCCN1CCC(Cc2ccccc2)CC1)C1CCCN(S(=O)(=O)c2ccc(Cl)s2)C1 (centres undefined),4.5
CCCNC(=O)C1(C)CCCN(C(=O)c2ccccc2F)C1 (centres undefined),-2.5
CC(=O)O[C@H]1[C@H](OC(C)=O)C[C@]2(OC(C)=O)C[C@H]1OC2=O,24.1
CCc1nc2c(OCc3c(C)noc3C)cccn2c1N(C=O)Cc1ccc(OC)cc1,-1.6
COc1ccc(-n2c(SCC(=O)Nc3ccc(S(=O)(=O)Nc4nccs4)cc3)nnc2-c2ccco2)cc1,7.3
COc1cc(NC(=O)C2CCCN(S(=O)(=O)c3ccc(C)c(C)c3)C2)cc(OC)c1 (centres undefined),2.1
CCCCC(=O)N(C)c1c(CC)nc2c(OCCOC)cccn12,-0.4
COc1ccccc1-c1cnc(C(O)c2cccc(C)c2C)[nH]1 (centres undefined),-2.6
NC(c1csc(Nc2cc(Oc3ccccc3)ncn2)n1)C1CCCCC1 (centres undefined),30.1
C=CCNc1ncnc2c1ncn2[C@H]1CN(C2CCCC2)C[C@@H](CO)O1,-1.1
CCOC(=O)C1(C)CCCN(C(=O)c2ccc3c(c2)OCO3)C1 (centres undefined),-3.1
OC(c1ccccc1)c1nc(-c2ccccc2)cs1 (centres undefined),-4.7
CC(=O)NC(c1ccco1)c1cc(Cl)c2cccnc2c1O (centres undefined),38.6
CN(C)c1ccc(CC(=O)N2CCCC(c3cc(C(=O)Nc4ccc5c(c4)OCO5)no3)C2)cc1 (centres undefined),24.4
CC(=O)NC(C)(c1ccccc1)c1nc(-c2cc(F)cc(F)c2)cs1 (centres undefined),1.4
OCCN1CCN(c2ncnc3c2ncn3[C@H]2CN(Cc3ccco3)C[C@@H](CO)O2)CC1,-1.1

# Fetched by compound from above, 6 records:
SMILES,NSD2 HMT inh
COc1cc(NC(=O)C2CCCN(S(=O)(=O)c3ccc(C)c(C)c3)C2)cc(OC)c1 (centres undefined),2.1
CCc1nc2c(OCc3c(C)noc3C)cccn2c1N(C=O)Cc1ccc(OC)cc1,-1.6
CCCS(=O)(=O)NC(=O)C1(C)CCCN(C(=O)c2c(OC)cccc2OC)C1 (centres undefined),-0.4
CCNC(=O)C1(C)CCCN1Cc1c(F)cccc1F (centres undefined),-4.0
CCCCC(=O)N(C)c1c(CC)nc2c(OCCOC)cccn12,-0.4
C=CCNc1ncnc2c1ncn2[C@H]1CN(C2CCCC2)C[C@@H](CO)O1,-1.1

# Later entries
SMILES,NSD2 HMT inh
Cc1ccc(S(=O)(=O)N2C3CC(c4ccccc4)N(S(=O)(=O)c4ccccc4Cl)CC3C(=O)C[C@H]2c2ccccc2)cc1 (some centres undefined),-1.3
CC1(C(=O)NS(=O)(=O)C2CC2)CCN(C(=O)C2(c3ccc(Cl)cc3)CCCC2)C1 (centres undefined),19.5
CCCN1CCCCC(NC(=O)c2cccs2)C1=O (centres undefined),-2.3
COC(=O)c1cc(S(=O)(=O)N2CCN(C(C)=O)CC2)cn1C,-3.4
CC(C)CNC(=O)OCc1cn(Cc2cc(F)ccc2F)nn1,0.5
Cc1ccc(S(=O)(=O)C[C@@H]2OC[C@H](C(C)C)N2S(=O)(=O)c2ccc(C)cc2)cc1,-2.7
O=C(C1CCN(S(=O)(=O)c2ccccc2)CC1)N1CCN(C2CCCCC2)CC1,0.5
CC(=O)C1=C(C)N(Cc2ccc(Cl)cc2)C(=S)NC1c1ccccc1 (centres undefined),2.8
Cc1nn(-c2ccccc2)c2sc(C(=O)N3CCN(S(=O)(=O)c4ccc(Br)s4)CC3)cc12,12.6
CC(C)(C)C1=Nn2c(nnc2-c2ccc(C(C)(C)C)cc2)SC1,-1.8
Cc1ccc(N2CCN(/N=C\c3cccnc3)CC2)cc1,4.6
COc1cc(N)ccc1Nc1c2ccccc2nc2ccccc12,-5.2
COCCNC(=O)C1(C)Cc2c(-c3cccc(NC(C)=O)c3)ccnc2O1 (centres undefined),1.4
CSc1ccc(CN2CCC(C)(Oc3ccccc3)C2)cc1 (centres undefined),-0.1
CC(C)CN1C(=O)CN(S(C)(=O)=O)CC1(C)C(=O)NC(C)C (centres undefined),-2.0

# Not all compounds are listed, so the mix of outcomes need not match the whole.
